Bioassay records from PubChem.
DNMT1 inh – blocks human DNA methyltransferase DNMT1; P26358; hit rate 0.83% among 360,000; inhibition (reported as % activation of signal), % at 10 µM; AID 588458; DNMT1 molecular beacon, Hinp1I cleavage, fluorescence; in the data active = inhibition above about 50%
Rpn11 block – inhibitors of human proteasome Rpn11; O00487; human 26S proteasome, Ub4-pepOG fluorescence polarization; 20S core pre-blocked with epoxomicin; calls only at 20 µM; hit rate 0.59% among 360,000;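 active = inhibition at 20 µM, scaled to each plate's controls, above about 33%, limit read from the data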
Target sequence (O00487 whole entry, looked up): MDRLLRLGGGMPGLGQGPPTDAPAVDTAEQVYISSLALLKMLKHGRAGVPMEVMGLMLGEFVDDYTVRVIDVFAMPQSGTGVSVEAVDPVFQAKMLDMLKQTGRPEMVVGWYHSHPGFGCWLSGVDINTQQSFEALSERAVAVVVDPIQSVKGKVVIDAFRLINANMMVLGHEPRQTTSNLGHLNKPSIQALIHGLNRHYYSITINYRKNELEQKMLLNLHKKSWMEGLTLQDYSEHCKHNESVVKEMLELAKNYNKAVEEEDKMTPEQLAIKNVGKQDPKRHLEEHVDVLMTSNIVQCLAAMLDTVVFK
Scp1 inh – blocks human Scp-1 phosphatase activity. Recombinant Scp1, phosphopeptide, malachite green phosphate absorbance. inhibition, % at 20 µM. hit rate 0.88% among 340,000;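 active = inhibition above about 50% at 20 µM, limit read from the data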;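 also: plate controls were DMSO wells with enzyme for no effect and wells lacking enzyme for full effect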
Target sequence (Q9GZU7 76-261 limits assumed): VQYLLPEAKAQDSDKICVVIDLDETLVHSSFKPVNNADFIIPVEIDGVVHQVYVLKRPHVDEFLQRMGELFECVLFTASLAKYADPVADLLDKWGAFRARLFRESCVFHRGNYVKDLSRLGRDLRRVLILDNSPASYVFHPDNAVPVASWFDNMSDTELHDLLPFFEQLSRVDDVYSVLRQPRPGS
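Incubation: 45 min enzyme reaction at room temperature / System: truncated SCP-1 phosphatase (76-261aa) / Reagent: Phospho 17-mer peptide substrate / Buffer or medium: Acidic Tris acetate buffer with magnesium and detergent / Signal: absorbance at 630 nm / Doses: one concentration, 20 µM, with 1.0% DMSO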
CSN inh – blocks human CSN-mediated cullin deneddylation. Q92905. Purified CSN, SCF-Nedd8-OG deneddylation, fluorescence polarization. inhibition, % at 12.5 µM. hit rate 0.38% among 360,000. AID 651999;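 active = pattern-corrected inhibition above about 35%, with an unprinted fluorescence ratio check between 0.5 and 1.5, limit read from the data, passing the limit was not always enough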;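 also: 0% = enzyme with substrate and 100% = substrate without enzyme; some results filed as inactive read as strong as hits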
Target sequence (Q92905 whole entry, looked up, one chain of several): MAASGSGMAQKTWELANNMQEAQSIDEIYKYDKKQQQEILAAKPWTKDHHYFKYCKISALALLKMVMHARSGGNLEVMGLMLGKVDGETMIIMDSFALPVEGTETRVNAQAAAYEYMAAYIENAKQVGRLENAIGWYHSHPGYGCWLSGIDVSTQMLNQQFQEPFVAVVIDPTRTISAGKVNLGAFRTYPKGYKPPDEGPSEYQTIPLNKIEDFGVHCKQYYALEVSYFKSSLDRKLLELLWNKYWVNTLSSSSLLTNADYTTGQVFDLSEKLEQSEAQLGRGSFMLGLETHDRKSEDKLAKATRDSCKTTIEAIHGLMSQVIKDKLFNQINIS
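Assay system: HEK293T-derived human Csn5 enzyme; quantity: 0.24 nM enzyme; medium: Tris/NaCl/DTT buffer, pH 7.5; also added: substrate SCFSkp2-Nedd8OG, 10 nM; doses: 12.5 µM compound; schedule: 90 min reaction at room temperature; signal: FP; read-out: % inhibition of substrate cleavage by Csn5; benchmarks: substrate-only high control, full reaction low control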
NadD inh – NadD (S. aureus) enzyme inhibition; purified NadD enzyme, colorimetric absorbance read-out; inhibition, % at 20 µM; hit rate 0.78% among 360,000; AID 602399; in the data active = inhibition above about 26%; also: some compounds past the cut are filed as inactive
SUMO1 PPI mod – alters human SUMO1 binding to SIM partners. inhibition, % at 20 µM. hit rate 0.33% among 360,000. SUMO1 binding to a labelled peptide, TR-FRET, 1 h. AID 602429; in the data active = inhibition above about 37%
Target sequence (P63165 whole entry, looked up): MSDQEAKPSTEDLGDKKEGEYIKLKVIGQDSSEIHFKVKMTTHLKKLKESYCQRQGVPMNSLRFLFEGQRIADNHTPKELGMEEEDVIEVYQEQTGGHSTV
MLLE-PAM2 inh – inhibitors of microRNA-mediated deadenylation, human PABP1 MLLE binding; GST-MLLE / FITC-PAM2 fluorescence polarization; inhibition, % at 20 µM; hit rate 0.36% among 360,000; in the data active = inhibition above about 35%, passing the limit was not always enough;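 also: plate controls were DMSO wells with GST-MLLE for no effect and wells lacking GST-MLLE protein for full effect; some results filed as inactive read as strong as hits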
TbMetRS inhib – blocks T. brucei methionyl-tRNA synthetase activity; inhibition, % at 11.9 µM; hit rate 0.4% among 360,000; purified T. brucei MetRS, ATP depletion, Kinase-Glo luminescence; AID 624268;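 active = inhibition above a per-plate cutoff of the control wells' mean inhibition plus 3 SD, cut at about 5.5% in these data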;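 also: 0% = DMSO wells median and 100% = median of wells with control inhibitor compound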
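System: purified T. brucei MetRS enzyme / Detection: Kinase-Glo luciferase luminescence reporting remaining unconsumed ATP / Medium: HEPES buffer with MgCl2, KCl, DTT, spermine, BSA, pyrophosphatase / Replication: singlicate, one well per compound / Evaluation: percent inhibition relative to median high and low control wells / Schedule: 2 h aminoacylation at 25 °C after 15 min preincubation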
LMPTP block – blocks human LMPTP phosphatase; P24666; recombinant LMPTP-A, OMFP fluorogenic substrate, fluorescence intensity; inhibition, % at 20 µM; hit rate 0.22% among 360,000; AID 651560;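 active = compounds that cut the enzyme signal by at least half of the control window in the single-dose screen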;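 also: plate controls were DMSO wells with enzyme plus substrate for no effect and substrate without enzyme for full effect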
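Test system: LMPTP-A phosphatase enzyme; input: 0.625 nM LMPTP-A final; reagent: OMFP substrate, 400 µM final; compound dosing: 20 µM single dose, 3% DMSO; incubation: 50 min dark incubation at room temperature; measured by: endpoint fluorescence intensity from OMFP dephosphorylation; measure: % inhibition relative to no-enzyme and uninhibited control wells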
STEP block – inhibitors of human striatal-enriched phosphatase STEP | P54829 | recombinant STEP, OMFP fluorogenic substrate, fluorescence | inhibition, % at 20 µM | hit rate 0.25% among 360,000 | AID 588621;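 active = inhibition at 20 µM, scaled per plate between control wells, above about 37%, limit read from the data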;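 also: 0% = DMSO with enzyme and substrate and 100% = substrate only without enzyme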
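Also added – OMFP at 25 µM · Test system – STEP tyrosine phosphatase · Technique – FITC-channel fluorescence of OMFP product · Schedule – 20 min at room temperature, dark · Evaluation – control-normalized % inhibition with plate pattern correction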
* = called active by the depositor; i = inactive; . = no result given; + = active, no number.

molecule,DNMT1 inh,Rpn11 block,Scp1 inh,CSN inh,NadD inh,SUMO1 PPI mod,MLLE-PAM2 inh,TbMetRS inhib,LMPTP block,STEP block
Cc1ccc(C(=O)OCC(=O)NCCC2=CCCCC2)cc1N,0.4,i,-9.3,-12.5,-0.4,1.6,-2.0,0.0,-1.1,-3.9
CO/N=C(/c1nonc1N)N1CCN(c2ccc([N+](=O)[O-])cc2)CC1,-1.9,i,3.6,1.3,-8.1,-18.9,6.0,-0.4,-0.5,0.4
O=C(NNC(=O)c1c(F)cccc1F)c1ccccc1OC(F)(F)F,4.5,i,-5.1,-3.5,-2.5,1.2,-4.3,-0.3,0.3,0.4
CCn1c(CC(=O)Nc2ccc(OC)cc2)nnc1SCC(=O)N1CCOCC1,2.5,i,-3.1,-0.3,-4.4,0.5,-17.3,-0.3,-1.4,-5.4
O=C(Nc1cccc(S(=O)(=O)NC2=NCCC2)c1)c1c(F)cccc1Cl,-0.9,i,-3.5,-4.0,-2.3,4.1,-6.2,-0.5,-0.5,2.4
CSC1=NC2C(N1)N(C)C(=O)N2C (stereo not drawn),1.5,i,9.6,-3.3,5.9,0.4,-102.9,-0.2,-2.5,-1.4
CC(=O)C1CCC2C3CCC4CC(=O)CCC4(C)C3C=CC12C (stereo not drawn),5.8,i,-10.5,0.9,-0.5,6.4,-8.4,-0.1,0.8,3.1
CN(C)C1=NCCN1CCC1CCCCC1,3.1,i,1.9,4.4,0.6,0.9,11.7,-0.1,-0.3,-2.7
COC(=O)[C@]1(C)N[C@H](CN(C)S(=O)(=O)c2ccc(OC(F)(F)F)cc2)[C@@H]2C(=O)N(C)C(=O)[C@@H]21,2.0,i,-12.4,4.0,-2.5,14.0,2.5,-0.5,-4.2,-5.0
CC(=O)N[C@@H](Cc1ccc(OC(F)(F)F)cc1)C(=O)O,-0.5,i,-10.7,3.4,-5.7,2.1,2.8,-0.3,-2.2,-2.1
Cc1ccc(N2C(=O)C3C4C=CC(CNC(=S)N5CCN(c6ccccc6)CC5)(O4)C3C2=O)cc1 (stereo not drawn),-1.8,i,6.0,-1.1,-6.1,-11.8,23.7,-0.6,-0.2,1.9
COc1ccc(C(=O)c2cc(C(C)=O)c(Nc3ccccc3)s2)cc1,-3.4,i,-5.7,-17.1,-7.5,-13.7,8.3,-0.5,2.5,3.9
COc1cccc(N2CC(C(=O)Nc3c(C(N)=O)oc4ccccc34)CC2=O)c1 (stereo not drawn),-1.8,i,-6.8,-4.3,-2.6,-3.7,12.5,-0.1,-0.2,-1.1
COc1ccc(CNC(=O)c2nnn(CC(=O)Nc3cc(C)cc(C)c3)c2N)cc1,48.5,+,-4.3,21.4,-0.6,5.6,0.6,0.1,23.6,1.1
CCC(C)Oc1ccc(C(=O)Nc2ccc(CN3CCOCC3)cc2)cc1 (stereo not drawn),-0.4,i,-1.2,-1.3,-4.0,5.1,14.0,-0.1,0.0,-5.5
Cc1cc(NC(=O)CCC(=O)N(c2ccccc2)C(C(=O)NC2CCCC2)c2cccs2)no1 (stereo not drawn),0.5,i,-9.1,0.5,-3.0,-0.7,4.1,-0.5,-0.4,-7.1
COc1ccc(N(CC(O)Cn2c(C)nc3ccccc32)S(=O)(=O)c2ccccc2)cc1 (stereo not drawn),-0.3,i,0.5,-1.2,0.1,0.3,1.3,0.2,2.4,1.0
COC(=O)c1cccc(CN2C(=O)C(C)Sc3ccc(C#N)cc32)c1 (stereo not drawn),-0.5,i,.,-1.7,5.7,10.9,21.0,-0.2,0.4,-1.8
CC(=O)Oc1ccc(-c2nc3cc(Cl)ccc3c(=O)o2)cc1,4.9,i,0.1,-0.7,0.1,-0.8,-5.4,-0.7,-2.1,-3.0
Cc1ccc(-c2c(C(=O)NC(C)C)oc(=O)c3ccccc23)cc1,1.1,i,-3.7,1.1,-1.9,-9.3,7.5,1.5,0.0,-1.9
CC1CCN(S(=O)(=O)c2cccc(C(=O)NC3CCCC3)c2)CC1,1.8,i,-9.5,0.2,-8.7,-2.7,11.4,-0.3,-0.3,-2.5
OC[C@H]1O[C@@H](c2nc(-c3ccccc3Br)no2)[C@H](O)[C@@H](O)[C@H]1O,4.1,i,.,1.8,3.5,4.1,4.4,0.3,-0.7,1.0
CCOC(=O)[C@H]1[C@H]2COc3cc(OC)ccc3[C@@H]2N2C(=O)N(c3ccc(Br)cc3)C(=O)[C@@]12C,-1.6,i,-6.5,4.9,-1.8,-3.9,12.1,-0.3,1.5,0.5
Cc1ccc(S(=O)(=O)NCc2ccc3c(c2)OCO3)cc1C,3.9,i,0.8,-0.8,-13.3,5.3,-2.5,-1.1,0.1,-9.0
CNc1oc(-c2ccc(C)cc2)nc1P(=O)(c1ccccc1)c1ccccc1,-4.4,i,-6.0,2.3,-6.6,-5.4,-17.3,-1.0,0.6,1.7
CCSc1nc2sc3c(c2c(=O)[nH]1)CCc1ccccc1-3,1.4,i,6.8,2.1,7.5,5.5,-1.5,-1.0,-0.7,-1.1
CC(C)OC(=O)c1c(NC(=O)c2ccco2)sc2c1CCCCC2,-1.4,i,-11.3,7.0,12.0,-1.9,28.0,-0.7,2.2,4.6
Cc1c(NS(=O)(=O)c2cccc(C(=O)Nc3cccc(F)c3)c2)c(=O)n(-c2ccccc2)n1C,1.2,i,-0.1,-2.0,-2.9,-1.7,2.1,-0.2,-5.8,1.0
O=[N+]([O-])c1ccc(Sc2ccncn2)c([N+](=O)[O-])c1,12.9,i,.,3.6,-5.6,-40.8,29.5,0.0,0.4,2.1
Cc1cccc(NC(=O)CCn2nc(C)cc2C)c1,3.6,i,-5.6,1.2,3.3,11.7,-1.7,-0.5,-0.1,1.1

Copied from the list:
LMPTP block result of COC(=O)c1cccc(CN2C(=O)C(C)Sc3ccc(C#N)cc32)c1 (stereo not drawn) stands at 0.4
CSN inh result of CCn1c(CC(=O)Nc2ccc(OC)cc2)nnc1SCC(=O)N1CCOCC1 stands at -0.3
STEP block result of CNc1oc(-c2ccc(C)cc2)nc1P(=O)(c1ccccc1)c1ccccc1 stands at 1.7

Carrying on:
molecule,DNMT1 inh,Rpn11 block,Scp1 inh,CSN inh,NadD inh,SUMO1 PPI mod,MLLE-PAM2 inh,TbMetRS inhib,LMPTP block,STEP block
O=C(COc1ccc(Cl)cc1)OCC(=O)N1CCCCCC1,-1.5,i,2.6,-1.7,4.1,-3.3,-1.4,0.3,-2.0,-0.4
O=[N+]([O-])c1ccc(N/N=C/c2ccccc2)c(F)c1,-15.9,i,-14.1,2.7,-1.8,-19.6,-63.2,0.6,3.3,-3.4
O=C1N[C@@H](Cc2c[nH]c3ccccc23)C(=O)N[C@H]1Cc1ccccc1,7.9,i,-8.3,-0.7,8.8,2.3,8.4,-0.8,1.1,-0.9
CCc1c(C)nc(SCC(=O)NNC(=O)c2ccco2)[nH]c1=O,1.6,i,-11.0,-4.6,-3.9,3.1,10.6,-0.3,-1.9,-1.0
CC[C@H](C)C1NC(=O)[C@H](CC(=O)O)NC(=O)c2cc([N+](=O)[O-])cc(I)c2NCCC(C(N)=O)NC1=O (stereo partly drawn),1.2,i,16.6,10.5,0.9,-5.5,2.6,0.1,0.0,1.9
CCOCCCNC(=O)c1cc2c(=O)n(CC)c3ccccc3c2s1,-0.8,i,-9.7,2.2,-3.2,-13.4,12.2,-0.9,0.1,0.3
C=CCn1c(=O)n(C(=O)OCC)c2cc(Br)ccc21,2.2,i,-4.1,-20.1,-3.2,0.5,5.7,0.4,0.6,0.4
N/C(Cc1ccc(Cl)cc1Cl)=N\OC(=O)c1ccccc1,4.7,i,-2.8,-2.2,2.4,4.5,9.5,-0.2,0.8,0.6
O=C(CCCn1c(=S)[nH]c2cc3c(cc2c1=O)OCO3)N1CCN(c2ncccn2)CC1,0.8,i,2.1,-2.8,4.6,8.3,-15.9,-0.1,-0.9,1.1
COc1ccccc1C(=O)NC(=O)COC(=O)C1CC1C (stereo not drawn),0.5,i,-2.3,-0.9,-3.8,1.1,-4.5,-0.4,-0.5,-1.7
CC1=NN(c2ccccc2)C(=O)/C1=C/c1cn(C)c2ccccc12,-1.8,i,-10.8,1.1,-5.6,-22.0,-6.7,-0.7,5.6,2.7
Cc1csc(SC(C)C(=O)Nc2ccccc2C)n1 (stereo not drawn),2.0,i,-5.0,-0.2,-10.0,-4.7,21.9,-0.3,-0.4,0.1
COC(=O)c1cccc(NC(=O)CC2C(=O)NCCN2C(=O)Nc2ccccc2)c1 (stereo not drawn),-0.9,i,-7.1,0.6,4.5,-3.0,-6.6,-0.3,-0.8,-5.0
Cc1ccc(Cn2nnc3c(=O)n(CC(=O)N4CCCCC4)cnc32)cc1,1.2,i,-2.8,-0.1,-3.0,-0.9,-7.3,-1.5,-1.6,1.6
COc1ccc(C(C)NC(=O)c2ccc(Br)cc2)cc1OC (stereo not drawn),2.8,i,-11.1,-4.3,-1.3,4.4,-1.7,-0.3,-2.9,0.2
Cc1ccc2nc(-c3ccc(NC(=O)C(C)Sc4nncs4)cc3)sc2c1 (stereo not drawn),-8.3,i,-4.3,2.0,0.7,-7.3,-8.0,0.0,3.7,-0.7
CCc1sc(C(=O)NNC(=O)CNC(=O)c2ccccc2F)cc1C,5.2,i,1.1,-2.5,-5.6,2.6,7.7,0.6,0.1,-3.4
CC(=O)N1CCN(C(=O)c2ccc(S(=O)(=O)Nc3cccc(C(F)(F)F)c3)cc2)CC1,-1.2,i,-3.5,3.4,1.8,1.6,4.3,-0.4,-1.1,-1.8
COc1ccccc1C/C(N)=N/OC(=O)COc1ccc(C)cc1C,7.2,i,-3.4,-1.1,-6.7,2.4,3.0,-0.9,3.0,1.5
COc1ccccc1N1CCN(C2CCCN(C(=O)c3cc(C)oc3C)C2)CC1 (stereo not drawn),2.2,i,1.8,0.7,-2.0,3.2,-7.0,-0.1,-1.3,-1.9
